# BioA inh – M. tuberculosis BioA enzyme inhibitors, primary screen, biochemical, plate reader, single point, HTS; purified M. tuberculosis BioA enzyme; inhibition, % at 9.99 µM; actives 0.096% (n = 360,000); AID 602481, 2012; in the data active = inhibition above about 40%
# Active calls of the source: *. Only part of the results is shown; rates above refer to the full screens.
SMILES,BioA inh
O=C(Nc1ccc(F)cc1)N[C@H]1CC[C@H](CCNS(=O)(=O)c2ccccc2F)O[C@H]1CO,-2.1
C=CC[C@]1(C(=O)NCC(O)CO)N=C(c2ccc(OCCCO)cc2)O[C@H]1c1ccccc1 (stereo not given in full),1.5
COCC(=O)N1C[C@H](C)[C@H](OC)CN(C)C(=O)c2ccc(NS(C)(=O)=O)cc2OC[C@@H]1C,-1.0
CCCNC(=O)N[C@H]1CC[C@@H](CC(=O)NC2CCC2)O[C@@H]1CO,4.4
C[C@@H]1CN([C@H](C)CO)C(=O)Cc2cc(NS(=O)(=O)c3cn(C)cn3)ccc2O[C@H]1CN(C)C(=O)Nc1ccc(F)cc1,0.4
CN(C)C(=O)C[C@H]1CC[C@H]2[C@@H](COc3ccc(NC(=O)C4CCCCC4)cc3C(=O)N2C)O1,1.0
O=C(NCC1CC1)[C@@H]1[C@@H](CO)[C@@H]2Cn3c(cccc3=O)[C@H]1N2C(=O)c1cccnc1,-2.2
C[C@@H]1CN([C@H](C)CO)S(=O)(=O)c2ccc(C#CCC3CCCC3)cc2O[C@H]1CN(C)C(=O)c1ccccn1,2.6
C/C=C/c1ccc2c(c1)O[C@@H](CN(C)CC1CCCC1)[C@H](C)CN([C@@H](C)CO)S2(=O)=O,-6.5
COc1ccccc1NC(=O)N1[C@H](CO)[C@H](c2ccccc2)[C@@H]1C#N,6.5
CCCNC(=O)C[C@H]1CC[C@H]2[C@@H](COc3ccc(NC(=O)c4ccc(OC)cc4)cc3C(=O)N2C)O1,-0.6
C[C@@H]1CCCCO[C@H](CN(C)C(=O)c2ccncc2)[C@@H](C)CN([C@H](C)CO)C(=O)c2cc(NC(=O)CCCCCC(=O)Nc3ccccc3N)ccc2O1,-6.9
O=C(N[C@H]1CC[C@@H](CCNC(=O)C2CCC2)O[C@@H]1CO)c1ccncc1,1.4
C[C@H]1CN([C@@H](C)CO)C(=O)c2cccc(NC(=O)NC3CCCCC3)c2O[C@@H]1CN(C)C(=O)Nc1cccc2ccccc12,1.1
C[C@H](CO)N1C[C@H](C)[C@@H](CN(C)Cc2ccc(Cl)c(Cl)c2)Oc2ccc(NC(=O)c3ccncc3)cc2CC1=O,-0.5
COc1cccc(-c2ccc([C@@H]3[C@@H](C#N)N(C(=O)Cc4ccccc4)[C@@H]3CO)cc2)c1,-0.5
O=C(C[C@H]1CC[C@@H]2NC[C@H](O)COC[C@H]2O1)NCc1ccc(Oc2ccccc2)cc1,-0.4
CC(=O)N1[C@H](CO)[C@H]2c3ccccc3N(S(=O)(=O)c3ccccc3)C[C@H]21,-0.9
C[C@@H]1CN([C@@H](C)CO)C(=O)c2cc(-c3cccc(C#N)c3)cnc2O[C@@H]1CN(C)C,-0.7
O=C(C[C@H]1CC[C@@H]2[C@H](COC[C@H](O)CN2C(=O)c2cnccn2)O1)NCc1ccc(F)cc1,-0.2

# Pulled one by one from above:
SMILES,BioA inh
COc1cccc(-c2ccc([C@@H]3[C@@H](C#N)N(C(=O)Cc4ccccc4)[C@@H]3CO)cc2)c1,-0.5
CC(=O)N1[C@H](CO)[C@H]2c3ccccc3N(S(=O)(=O)c3ccccc3)C[C@H]21,-0.9

# Additional compounds
SMILES,BioA inh
C[C@@H]1CN([C@@H](C)CO)C(=O)c2cc(NC(=O)Nc3ccccc3)ccc2O[C@@H](C)CCCCO[C@@H]1CN(C)C(=O)Nc1ccc2c(c1)OCO2,2.4
COCC(=O)N1[C@@H]2Cn3c(ccc(/C=C/c4ccccc4)c3=O)[C@H]1[C@@H](C(=O)N1CCCCC1)[C@@H]2CO,-0.1
C[C@H]1CN([C@@H](C)CO)C(=O)c2cc(C3=CCCCC3)cnc2O[C@H]1CN(C)C(=O)Nc1ccc(F)cc1,2.8
COc1cccc(NC(=O)N2CC[C@@H]3[C@@H](CO)N(C)c4ccc(-c5cccc(F)c5)cc4[C@@H]32)c1,38
CC(C)NC(=O)NCC[C@H]1CC[C@@H](NC(=O)CCN2CCCCC2)[C@H](CO)O1,-2.2
CCCC#Cc1ccc2c(c1)O[C@@H](CN(C)S(=O)(=O)c1cccc(F)c1)[C@H](C)CN([C@@H](C)CO)S2(=O)=O,-3.1
O=C(NC[C@H]1[C@H](c2ccccc2)[C@@H](CO)N1Cc1cccnc1)c1ccccn1,-0.9
C[C@@H]1CN([C@H](C)CO)C(=O)c2cc(NC(=O)NC3CCCCC3)ccc2O[C@H]1CN(C)Cc1ccc2c(c1)OCO2,0.2
O=C(Cc1ccccc1)N[C@H]1CC[C@H](CC(=O)N2CCOCC2)O[C@@H]1CO,-0.6
C[C@@H]1CN([C@@H](C)CO)C(=O)c2cc(NC(=O)Cc3ccccc3)ccc2O[C@H]1CN(C)Cc1ccncc1,-1.7
C[C@@H]1CN([C@H](C)CO)C(=O)Cc2cc(NS(=O)(=O)c3cccs3)ccc2O[C@@H]1CN(C)Cc1ccc(-c2ccccc2)cc1,-1.0
CCC(=O)Nc1ccc2c(c1)OC[C@@H](C)N(CC1CC1)C[C@@H](C)[C@@H](OC)CN(C)C2=O,1.7
CCNC(=O)C[C@@H]1CC[C@H]2[C@H](COc3ccc(NS(=O)(=O)c4ccccc4C)cc3C(=O)N2C)O1,0.3
CCC(=O)Nc1ccc2c(c1)C(=O)N(C)[C@H]1CC[C@H](CC(=O)Nc3c(F)cccc3F)O[C@@H]1CO2,2.6
COc1cccc(S(=O)(=O)Nc2ccc3c(c2)[C@@H]2C[C@@H](CC(=O)NCc4ccccc4F)O[C@H](CO)[C@@H]2O3)c1,-1.2
CC(C)NC(=O)Nc1ccc2c(c1)C(=O)N([C@@H](C)CO)C[C@H](C)[C@H](CN(C)C)O2,-1.5
O=C(Nc1nccs1)[C@H]1[C@H](CO)[C@H]2Cn3c(cccc3=O)[C@H]2N1C(=O)C1CCC1,-1.1
O=C(NCC[C@@H]1CC[C@@H](NS(=O)(=O)c2cccc(F)c2)[C@H](CO)O1)Nc1cc(F)ccc1F,-2.5
C[C@@H]1CCCCO[C@H](CN(C)CC2CC2)[C@@H](C)CN([C@H](C)CO)C(=O)c2cc(NC(=O)Cc3ccccc3)ccc2O1,-1.1
COc1ccc(-c2ccc3c(c2)O[C@@H](CN(C)CC2CCOCC2)[C@H](C)CN([C@H](C)CO)S3(=O)=O)cc1,2.8
C[C@H]1CN([C@@H](C)CO)C(=O)c2cc(NS(=O)(=O)c3cn(C)cn3)ccc2O[C@H]1CN(C)S(=O)(=O)c1ccc(Cl)cc1,-0.7
O=C(C[C@@H]1CC[C@H](NC(=O)Nc2ccc3c(c2)OCO3)[C@H](CO)O1)NCc1ccc2c(c1)OCO2,5.0
C[C@@H]1CN([C@@H](C)CO)C(=O)c2ccccc2-c2ccccc2CO[C@@H]1CN(C)CC1CC1,0.2
C[C@@H]1CCCCO[C@@H](CN(C)Cc2ccncc2)[C@H](C)CN([C@H](C)CO)C(=O)c2cc(NS(=O)(=O)c3cn(C)cn3)ccc2O1,-2.1
COc1cccc(NC(=O)N(C)C[C@H]2Oc3ncc(C#Cc4ccccc4)cc3C(=O)N([C@@H](C)CO)C[C@H]2C)c1,3.3
C[C@@H]1CN([C@@H](C)CO)C(=O)c2cc(NS(=O)(=O)c3cn(C)cn3)ccc2O[C@@H](C)CCCCO[C@@H]1CN(C)C(=O)Nc1ccc(F)cc1,1.3
COc1ccc(NC(=O)Nc2ccc3c(c2)C(=O)N([C@@H](C)CO)C[C@H](C)[C@H](CN(C)C(=O)c2ccccc2)OCCCC[C@H](C)O3)cc1,-1.2
C[C@@H]1CCCCO[C@H](CN(C)C(=O)NC2CCCCC2)[C@@H](C)CN([C@H](C)CO)C(=O)c2cc(NC(=O)C3CCCCC3)ccc2O1,-0.9
CCCNC(=O)C[C@@H]1C[C@@H]2c3cc(NC(=O)c4ccc5c(c4)OCO5)ccc3O[C@@H]2[C@@H](CO)O1,0.6
CCCC(=O)Nc1ccc2c(c1)OC[C@H](C)N(Cc1cncnc1)C[C@@H](C)[C@H](OC)CN(C)C2=O,-3.9

# Reformatted field by field: entries from further up
CCCC(=O)Nc1ccc2c(c1)OC[C@H](C)N(Cc1cncnc1)C[C@@H](C)[C@H](OC)CN(C)C2=O
  BioA inh: -3.9

C[C@@H]1CCCCO[C@@H](CN(C)Cc2ccncc2)[C@H](C)CN([C@H](C)CO)C(=O)c2cc(NS(=O)(=O)c3cn(C)cn3)ccc2O1
  BioA inh: -2.1

C[C@@H]1CCCCO[C@H](CN(C)C(=O)NC2CCCCC2)[C@@H](C)CN([C@H](C)CO)C(=O)c2cc(NC(=O)C3CCCCC3)ccc2O1
  BioA inh: -0.9

C[C@H]1CN([C@@H](C)CO)C(=O)c2cc(NS(=O)(=O)c3cn(C)cn3)ccc2O[C@H]1CN(C)S(=O)(=O)c1ccc(Cl)cc1
  BioA inh: -0.7

# An excerpt of these results, tab-delimited.
smiles	BioA inh
COc1ccc(NC(=O)Nc2ccc3c(c2)C(=O)N([C@@H](C)CO)C[C@H](C)[C@H](CN(C)C(=O)c2ccccc2)OCCCC[C@H](C)O3)cc1	-1.2
C[C@@H]1CCCCO[C@H](CN(C)C(=O)NC2CCCCC2)[C@@H](C)CN([C@H](C)CO)C(=O)c2cc(NC(=O)C3CCCCC3)ccc2O1	-0.9
CCCNC(=O)C[C@@H]1C[C@@H]2c3cc(NC(=O)c4ccc5c(c4)OCO5)ccc3O[C@@H]2[C@@H](CO)O1	0.6

# (further entries)
SMILES,BioA inh
CCS(=O)(=O)N[C@H]1CC[C@@H](CC(=O)Nc2ccc(-c3ccccc3)cc2)O[C@@H]1CO,0.1
CN(C)CCCNC(=O)C[C@H]1CC[C@H](NS(=O)(=O)c2ccccc2)[C@@H](CO)O1,-2.3
COc1ccc(NC(=O)N[C@H]2CC[C@@H](CCNC(=O)CCN3CCCCC3)O[C@H]2CO)cc1,-3.2
COc1ccc(NC(=O)Nc2ccc3c(c2)C(=O)N([C@@H](C)CO)C[C@H](C)[C@@H](CN(C)S(=O)(=O)c2cccs2)O3)cc1,2.2
COc1ccc(C#Cc2ccc([C@H]3[C@H]4CN(C)CCCCN4[C@H]3CO)cc2)cc1,1.9
CCCC(=O)Nc1ccc2c(c1)OC[C@@H](C)N(CC1CCCC1)C[C@H](C)[C@H](OC)CN(C)C2=O,2.3
C[C@@H]1CN([C@H](C)CO)C(=O)c2cc(-c3cccc(F)c3)cnc2O[C@@H]1CN(C)C(=O)c1ccccn1,3.3
Cc1ccc(S(=O)(=O)Nc2cccc3c2O[C@@H](CN(C)C(=O)Nc2ccccc2)[C@@H](C)CN([C@@H](C)CO)C3=O)cc1,1.3
COc1ccc(NC(=O)N(C)C[C@@H]2Oc3ccc(NC(=O)c4ccncc4)cc3C(=O)N([C@H](C)CO)C[C@H]2C)cc1,-2.8
O=C(NCC(F)(F)F)[C@H]1[C@H](CO)[C@H]2Cn3c(cccc3=O)[C@H]2N1C(=O)C1CCCC1,-2.1
CO[C@@H]1CN(C)C(=O)c2ccc(NC(=O)Nc3c(C)noc3C)cc2OC[C@@H](C)N(CC2CC2)C[C@@H]1C,-0.5
C[C@@H]1CN([C@@H](C)CO)C(=O)Cc2cc(NC(=O)Nc3cccc4ccccc34)ccc2O[C@@H]1CN(C)C(=O)Nc1ccccc1,-0.1
O=C(NCC[C@@H]1CC[C@@H](NS(=O)(=O)c2cccc(F)c2)[C@@H](CO)O1)c1cnccn1,-1.9
CCCNC(=O)N(C)C[C@@H]1Oc2ncc(-c3ccc(OC)cc3)cc2C(=O)N([C@H](C)CO)C[C@@H]1C,1.6
CC(C)C(=O)Nc1ccc2c(c1)C(=O)N(C)[C@H]1CC[C@H](CC(=O)NCCc3ccccc3)O[C@@H]1CO2,2.4
C[C@@H]1CN([C@@H](C)CO)C(=O)c2cc(NS(C)(=O)=O)ccc2O[C@@H]1CN(C)C(=O)Nc1ccc(F)cc1,1.1
O=C(C[C@@H]1CC[C@@H]2[C@H](COC[C@H](O)CN2C(=O)c2ccccc2F)O1)N1CCOCC1,0.0
C[C@@H]1CN([C@H](C)CO)C(=O)c2cccc(NC(=O)c3cnccn3)c2O[C@@H]1CN(C)CC1CC1,-3.1
COc1ccc(-c2ccc3n(c2=O)C[C@@H]2[C@@H](CO)[C@H](C(=O)NC4CCC4)N(S(C)(=O)=O)[C@H]32)cc1,-0.7
COc1ccc(-c2ccc([C@@H]3[C@H]4CN(C(=O)c5ccc(F)cc5)CCCCN4[C@H]3CO)cc2)cc1,1.0
C[C@H]1CN([C@@H](C)CO)C(=O)Cc2cc(NC(=O)Cc3cn(C)c4ccccc34)ccc2O[C@H]1CN(C)Cc1ccc(C(=O)Nc2ccccc2N)cc1,1.0
CC(=O)N[C@@H]1CC[C@H](CC(=O)NCc2ccc(Cl)cc2)O[C@H]1CO,0.0
CN(C)CC(=O)N1[C@H](C#N)[C@@H](c2ccc(C#CC3CC3)cc2)[C@@H]1CO,-1.6
CC(C)NC(=O)N(C)C[C@H]1Oc2ccc(NC(=O)Nc3ccc4c(c3)OCO4)cc2C(=O)N([C@H](C)CO)C[C@H]1C,-1.7
C[C@@H](NC(=O)C[C@H]1CC[C@@H]2[C@H](COC[C@H](O)CN2Cc2ccc(C(F)(F)F)cc2)O1)c1ccccc1,0.3
COc1cccc(S(=O)(=O)N[C@@H]2CC[C@@H](CC(=O)NCc3ccncc3)O[C@@H]2CO)c1,0.2
C[C@H]1CN([C@@H](C)CO)C(=O)c2cc(NS(=O)(=O)c3cccs3)ccc2O[C@H]1CN(C)C,0.5
Cc1ccc(S(=O)(=O)N[C@H]2CC[C@H](CCNC(=O)C3CCCCC3)O[C@@H]2CO)cc1,-6.2
C[C@@H]1CN([C@@H](C)CO)C(=O)Cc2cc(NC(=O)C3CCCCC3)ccc2O[C@H]1CN(C)Cc1ccc(-c2ccccc2)cc1,-5.9
CO[C@@H]1CC[C@H]2CCOc3c(C#N)cccc3C(=O)N(C)C[C@H](c3ccccc3)CC(=O)N(C)C[C@H]1O2,-1.3
C[C@H](CO)N1C[C@H](C)[C@@H](CN(C)S(=O)(=O)c2ccccc2)Oc2ccc(NS(=O)(=O)c3ccc(F)cc3)cc2CC1=O,-0.4

# Screens as filed in PubChem.
